Compound activity from PubChem BioAssay.
FLuc inh counter = Photinus pyralis luciferase inhibition counter-screen; AID 1006; hit rate 1.5% among 200,000; ATPLite firefly luciferase biochemical luminescence, 10 min; inhibition, % at 10 µM; P08659;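 active means inhibition above about 50% when tested at 10 µM, limit read from the data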
Target sequence (P08659 whole entry, looked up): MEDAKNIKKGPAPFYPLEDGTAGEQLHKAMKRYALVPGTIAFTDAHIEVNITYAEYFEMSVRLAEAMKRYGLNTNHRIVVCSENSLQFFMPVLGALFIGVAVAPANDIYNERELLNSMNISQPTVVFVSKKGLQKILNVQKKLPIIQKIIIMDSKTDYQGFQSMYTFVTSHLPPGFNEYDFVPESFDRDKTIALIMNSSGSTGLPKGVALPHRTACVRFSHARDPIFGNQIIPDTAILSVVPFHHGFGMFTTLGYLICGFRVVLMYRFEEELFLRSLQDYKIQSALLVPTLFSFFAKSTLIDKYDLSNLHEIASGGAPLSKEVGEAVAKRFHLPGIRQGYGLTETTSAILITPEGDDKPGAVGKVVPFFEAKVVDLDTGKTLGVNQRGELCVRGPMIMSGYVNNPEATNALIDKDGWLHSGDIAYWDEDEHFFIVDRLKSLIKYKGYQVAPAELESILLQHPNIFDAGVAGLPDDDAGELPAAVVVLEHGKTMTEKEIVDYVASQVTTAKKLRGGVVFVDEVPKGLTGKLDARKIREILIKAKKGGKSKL
TNAP act hi DEA = TNAP (human) activation, high acceptor; 200,000 tested, under 10 active; activation factor at 20 µM; purified TNAP, CDP-star luminescence, 1 M DEA, 30 min; active compounds read high; 0 = EDTA background, 1 = DMSO-only activity; P05186;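 active means activation factor at least 2 at 20 µM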
Target sequence (P05186 whole entry, looked up): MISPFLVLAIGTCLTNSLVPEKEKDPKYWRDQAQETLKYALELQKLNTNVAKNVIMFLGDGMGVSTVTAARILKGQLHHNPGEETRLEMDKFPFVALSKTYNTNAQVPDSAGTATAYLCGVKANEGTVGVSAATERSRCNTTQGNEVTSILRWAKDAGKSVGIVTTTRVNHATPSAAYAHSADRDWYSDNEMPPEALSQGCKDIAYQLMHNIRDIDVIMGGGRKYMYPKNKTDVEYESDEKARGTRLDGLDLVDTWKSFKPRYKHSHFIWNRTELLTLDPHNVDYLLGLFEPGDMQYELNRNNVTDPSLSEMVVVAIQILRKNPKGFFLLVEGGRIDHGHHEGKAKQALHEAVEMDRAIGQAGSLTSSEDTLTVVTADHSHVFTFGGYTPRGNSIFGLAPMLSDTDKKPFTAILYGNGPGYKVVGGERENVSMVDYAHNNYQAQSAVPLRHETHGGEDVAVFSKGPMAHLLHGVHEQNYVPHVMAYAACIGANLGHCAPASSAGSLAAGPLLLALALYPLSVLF
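Test system – human TNAP · Doses – 20 µM single point · Incubation – 30 min, room temperature · Signal – luminescent substrate turnover signal · Read-out basis – activation factor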
Lmaj promast = Leishmania major promastigote growth inhibition | hit rate 9% among 200,000 | Leishmania major promastigotes, resazurin fluorescence viability | inhibition, % at 10 µM; in the data active means inhibition above about 50%;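 further: promastigotes grown with compound for 44 hours at 28 °C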
bIAP inhibitor = intestinal alkaline phosphatase (bovine) inhibition. purified bovine IAP, CDP-star luminescence, 30 min. inhibition, % at 20 µM. 190,000 tested, under 10 active. AID 1019;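 active means over 50% inhibition of intestinal alkaline phosphatase at 20 µM in the single-dose screen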
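test system = bovine IAP enzyme | medium = DEA buffer 100 mM, pH 9.8, with MgCl2 1.0 mM, ZnCl2 0.02 mM | detection = luminescence | dosing = single compound dose of 20 µM, 2% DMSO final | incubation = 30 min reaction at room temperature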
TNAP inh noacc = TNAP (human) inhibition, acceptor-free conditions. P05186. AID 1012. purified TNAP, CDP-star luminescence, 30 min. inhibition, % at 20 µM. hit rate 0.26% among 200,000;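 active means tissue-nonspecific alkaline phosphatase inhibition above about 50% at 20 µM in the single-dose screen, limit read from the data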;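 further: 0% = DMSO negative control and 100% = EDTA positive control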
FLuc stim CS = affects firefly luciferase, flagging false hits in luciferase stimulation screens. P08659. ATPlite luciferase biochemical, luminescence, 10 min; 0 = ATP-free wells, 1 = DMSO control. activation factor at 10 µM. 200,000 tested, under 10 active. AID 1027;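 active means luciferase activation factor, scaled between plate controls, of at least 2 with compound at 10 µM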
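Assay system: Luciferase/luciferin reagent mix; Medium: PBS as buffer for the ATP substrate; Dosing: test compounds dosed from 2 mM stocks in 100% DMSO; Times: 10 min, room temperature; Signal: luminescence from luciferase reaction; Read-out: luciferase activation; Controls: No-ATP low control, compound-free enzyme-plus-ATP high control.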
APP transl inh = APP translation inhibition; SH-SY5Y APP 5'UTR-luciferase reporter, luminescence; inhibition, % at 2 µM; hit rate 0.82% among 190,000;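 active means inhibition above a set limit, derived from the sample mean plus 3 SD, cut at about 45% in these data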; further: values of inactives mirror those of a sister screen read the other way
RAM network inh = blocks the yeast RAM network; S. cerevisiae dse1pr::URA3 reporter, 5-FOA growth OD615, 2 d; analog-sensitive cbk1-as2 kinase mutant strain; inhibition, % at 50 µM; hit rate 1.8% among 190,000;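 active means inhibition above a set limit, 3 SD over mean compound inhibition, cut at about 8.4% in these data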;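 further: 0% = DMSO-only wells with no growth and 100% = 10 µM 1-NA-PP1 full growth; inhibition rescues growth on 5-FOA so higher OD means more RAM inhibition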
TNAP inh hi DEA = inhibitors of human TNAP at high phosphate acceptor concentration. AID 1135. P05186. purified TNAP, CDP-star luminescence, 1 M DEA. inhibition, % at 20 µM. hit rate 0.03% among 200,000;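 active means over 50% inhibition of tissue-nonspecific alkaline phosphatase at 20 µM in the single-dose screen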;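 further: plate controls were DMSO wells for no effect and EDTA-quenched wells as full inhibition for full effect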
bIAP act = intestinal alkaline phosphatase (bovine) activation. hit rate 0.17% among 200,000. activation factor at 20 µM. purified bovine IAP, CDP-star luminescence, 30 min; active compounds read high; fold of DMSO-control signal, blank-subtracted;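 active means activation factor of 2 or more at 20 µM, a signal rise over negative controls twice the positive control's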
* = called active by the depositor; . = no result given.

SMILES	FLuc inh counter	TNAP act hi DEA	Lmaj promast	bIAP inhibitor	TNAP inh noacc	FLuc stim CS	APP transl inh	RAM network inh	TNAP inh hi DEA	bIAP act
C[C@H](Nc1ncnc2sc3c(c12)CCC3)C(=O)O	-6	1	-6	-1	2	1.1	2	2.4	-2	1
C=CCn1c(C)cc(C(=O)COC(=O)[C@@H](NC(=O)c2ccccc2Cl)C(C)C)c1C	96*	1	-1	6	0	0	-101	-1.0	-1	0.9
Nc1c(-c2ccccc2)cnn1-c1cccc([N+](=O)[O-])c1	11	1	3	1	0	0.9	-28	-0.8	-2	1
COC(=O)[C@@H]1[C@@H](C#N)C2(c3ccccc3-c3ccccc32)N(c2ccc(Cl)cc2)N1C#N	-7	1	-2	15	-3	1.1	-4	4.3	4	0.8
O=C(O)c1nsc(Cl)c1Cl	-5	1.1	-6	2	-15	1.1	-7	1.3	-7	1
CC(C)c1nnc(N2C(=O)c3oc4ccccc4c(=O)c3C2c2ccco2)s1 (stereo not given)	1	1	-14	-4	0	1	-22	2.2	2	1
O=C(CN1C(=O)c2ccccc2S1(=O)=O)NC(Nc1ccccc1F)C(Cl)(Cl)Cl (stereo not given)	-6	1	-11	-1	14	1.1	0	2.2	0	1
COc1ccc(-c2n[nH]c(=S)n2Cc2ccco2)cc1	-3	1	0	29	28	1	11	2.5	-4	0.7
CCC(=O)Nc1cccc(-c2nnc(SCC(=O)c3ccccc3)n2C)c1	27	1	3	6	3	0.7	-100	-0.9	-4	0.9
CCCCc1ccc(NC(=O)CC(C)=O)cc1	1	1.1	15	3	-10	1	6	0.9	-5	1
CN1/C(=C\C=N\NC(=O)c2cccnc2)C(C)(C)c2ccccc21	1	0.9	29	-2	-31	1	19	1.6	9	1
CC(=O)Nc1ccc(C(=O)NNC(=O)c2cc([N+](=O)[O-])cc([N+](=O)[O-])c2)cc1	-6	1.1	-10	11	-7	1.1	-6	7.8	-6	0.9
COc1ccccc1/C=N/NC(=O)CN(C1=NS(=O)(=O)c2ccccc21)c1ccccc1	2	1	45	-2	6	1	9	-0.1	-4	1
Cc1nc(SCc2ccc(Br)cc2)[nH]c(=O)c1C	-1	1	-3	9	1	1	-12	1.2	4	0.9
c1ccc(Nc2nc(-c3ccncc3)cs2)cc1	7	1	7	-8	-4	0.9	-40	1.7	-1	1.1
Cc1ccc2oc(Nc3nc(-c4ccccc4)cc(=O)[nH]3)nc2c1	-4	1.1	98*	-19	-118	1	-8	0.0	-6	1.2
COC(=O)c1cc2occc2n1Cc1nc(-c2ccc(Cl)cc2)oc1C	-3	0.9	-3	6	-2	1	-1	8.1	7	0.9
COc1ccccc1NC(=O)COC(=O)c1cnccn1	-4	1	-3	7	-7	1	-11	1.2	2	0.9
COc1ccc(CCNC(=O)CSc2nnc(-c3ccccc3)o2)cc1OC	1	1	.	0	-8	1	.	.	-1	1
CC(C)N1C(=O)CC(Nc2cccc3cccc(N)c23)C1=O (stereo not given)	-2	0.9	-3	-3	-5	1	-3	0.7	9	1
COc1ccccc1-n1c(CNC(=O)c2ccc(S(=O)(=O)N3CCOCC3)cc2)n[nH]c1=S	-3	1	-29	-2	1	1	-2	1.1	0	1
COc1ccc(N2CCN(C(=O)c3cc(N4C(=O)C5C6CCC(C6)C5C4=O)ccc3Cl)CC2)cc1 (stereo not given)	0	1	86*	0	-8	1	-7	-1.8	-1	1
CCN(CC)S(=O)(=O)c1ccc(C(=O)NCc2cccs2)cc1	-3	1	3	29	0	1	-2	-1.4	-1	0.7
O=C(COC(=O)CC1CC2CCC1C2)Nc1cc([N+](=O)[O-])ccc1F (stereo not given)	-2	1	-5	24	-16	1	-15	1.4	-2	0.8
CCC(C)(C(=O)NC1CCCC1)N(C(C)=O)c1ccc(C)cc1 (stereo not given)	-4	1	-4	6	-5	1	-3	0.7	2	0.9
CCCN=CC1=C(O)CC(c2ccccc2)CC1=O (stereo not given)	-2	1	-5	-3	-8	1	1	-0.9	1	1
COC(=O)c1cc(CC(=O)c2ccc(O)cc2O)c(C)o1	-7	1	4	-7	-4	1.1	-4	-0.5	-2	1.1
CCn1nnc(NC(=O)C(C)Oc2ccc(Cl)cc2Cl)n1 (stereo not given)	0	1	-5	-8	-8	1	-13	1.0	-4	1.1
CSc1nc(Sc2ccccc2Cl)c2ccccc2n1	-9	1	-1	14	5	1.1	12	2.6	-3	0.9
O=S(=O)(NC1CCCCC1Sc1ncccn1)c1ccc(Cl)cc1 (stereo not given)	-1	1	38	8	-25	1	0	1.7	-2	0.9
O=Cc1c(N2CCCCCC2)nc2ccccn2c1=O	-6	1.1	-2	13	3	1.1	13	1.9	-8	0.9
CCOc1ccc(C2CC(c3ccc(CC)cc3)n3nc(N)nc3N2)cc1 (stereo not given)	-3	1.1	0	2	-13	1	4	-0.9	-5	1
CCNC(=O)N1CCOCC1	-4	1	-1	17	-11	1	-10	0.5	-4	0.8
CCOC(=O)c1sc2nc(NC(=O)COc3ccccc3)sc2c1C	-9	1	2	-3	0	1.1	12	4.9	-5	1
O=C(CN1CCN(S(=O)(=O)c2ccc(F)cc2)CC1)Nc1ccc(Cl)c(C(F)(F)F)c1	-6	1.1	10	-3	-7	1.1	-8	0.0	-5	1
CS(=O)(=O)NCCOc1ccc(S(=O)(=O)N2CCCc3ccccc32)cc1	-3	1	2	-1	-9	1	-2	0.5	-1	1
Cc1oc(C(=O)O)cc1CSCc1ccoc1C(=O)O	-8	1	-4	16	-11	1.1	-3	1.0	-2	0.8
c1ccc(Cn2nnc3c(N4CCc5ccccc54)ncnc32)cc1	0	1	-16	9	-3	1	7	4.7	2	0.9
Nn1c(SCC(=O)NC(=O)NCc2ccccc2)nnc1C1CC1	3	1	-2	-5	-7	1	-13	0.5	1	1.1
O=C(CNS(=O)(=O)c1ccc(Br)cc1)N1CCOCC1	-1	1	-3	3	-15	1	6	0.8	-4	1
CC(C)(C)C(=O)C(CO)(Oc1ccc(Cl)cc1)n1cncn1 (stereo not given)	-12	1.1	45	9	-7	1.1	-26	0.0	-8	0.9
Cc1nc2c(C(=O)NCc3ccc4c(c3)OCO4)cnn2c(C)c1Cc1ccc(F)cc1Cl	-2	1	5	6	-3	1	3	3.4	1	0.9
CCOC(=O)c1[nH]c2cc3c(cc2c1CCCN1C(=O)c2ccccc2C1=O)OCCO3	-10	1.1	6	6	0	1.1	-1	5.5	-6	0.9
O=C(/C=C/Nc1ccc(Br)cc1F)c1ccco1	97*	1	1	0	-13	0	-135	0.6	-2	1
N=c1oc2ccccc2cc1-c1nc(-c2ccccc2)cs1	26	0.9	-5	-22	12	0.7	-9	5.3	7	1.2
CC1(C)Cc2c(sc(NC(=O)c3ccco3)c2C#N)C(C)(C)N1	-3	1	.	23	-7	1	.	.	0	0.8
Cc1cc(-n2c(C)cc(C(=O)CSc3nc4ccccc4c(=O)n3Cc3ccco3)c2C)no1	-1	1	7	6	-8	1	-7	1.2	-3	0.9
Cc1nn2c(N3CCN(C(=O)c4ccco4)CC3)cc(C(C)(C)C)nc2c1-c1ccc(Cl)cc1	-7	1	24	-3	-6	1.1	19	0.4	-3	1
CCOC(=O)Cc1csc(SC(C)C(=O)Nc2ccc(NC(C)=O)cc2)n1 (stereo not given)	-4	1	-3	-2	-1	1	-17	0.5	2	1
CCOC(=O)COc1ccc(/C=C2\NC(=S)N(CC)C2=O)cc1	-5	1	97*	6	12	1.1	-9	2.3	4	0.9
O=C(CCN1CCCC1)Nc1cccc(Br)c1	-3	1	27	7	-11	1	1	-0.1	-4	0.9
CCOc1ccc(/C=C/C(=O)Nc2ccc(C(N)=O)cc2)cc1OC	0	1	-8	-12	5	1	0	4.7	-5	1.1
Cc1ccc(S(=O)(=O)NNC2=NS(=O)(=O)c3ccccc32)c(C)c1	-3	1	-8	-27	4	1	-12	2.9	2	1.3
COc1ccc(NC(=O)CN(C)S(=O)(=O)c2cccs2)cc1	0	1	-6	9	-2	1	-25	0.9	-5	0.9
CC(C)n1c(SCc2cc(=O)[nH]c3ccccc23)nc2c1c(=O)n(C)c(=O)n2C	-11	1.1	.	8	-3	1.1	.	.	-6	0.9
CC(NCC1(N2CCOCC2)CCCCC1)C(=O)N1CCc2ccccc21 (stereo not given)	-6	1	20	-1	-7	1.1	3	0.7	0	1
CC(=O)NC(=S)Nc1ccc2oc(-c3cc(F)c(F)cc3Cl)nc2c1	-2	1	18	14	-6	1	-170	0.0	-4	0.9
CCOc1ncccc1C(=O)OCC(=O)N(CC)c1ccccc1	-4	1	1	-4	-11	1	-6	1.6	-5	1
COc1cccc(/C=C2\Sc3ccc(C(=O)NCc4cccnc4)cc3N(C)C2=O)c1	-7	1	20	-6	-3	1.1	-2	-2.0	1	1.1
CCOC(=O)C1CCCN(C(=O)COC(=O)c2ccc(C#N)cc2)C1 (stereo not given)	0	1.1	-10	-2	0	1	12	0.0	-5	1
Next records follow.
SMILES	FLuc inh counter	TNAP act hi DEA	Lmaj promast	bIAP inhibitor	TNAP inh noacc	FLuc stim CS	APP transl inh	RAM network inh	TNAP inh hi DEA	bIAP act
CCOC(=O)C(CCCCOc1cccc(CC)c1)C(=O)OCC	-3	1	45	5	0	1	-11	1.1	-2	1
COc1ccc(C(CNC(=O)c2cc3ccccc3cc2OC)N2CCCC2)cc1 (stereo not given)	-5	1.1	11	-4	-12	1.1	-14	2.0	-5	1
O=[N+]([O-])c1cc(S(=O)(=O)C(F)(F)F)ccc1N1CCN(c2ccccc2)CC1	-8	1	68*	18	-9	1.1	0	5.8	2	0.8
CC(/C=N/NC(=O)c1cccs1)=C\c1ccccc1	76*	1	9	23	0	0.2	-188	1.7	5	0.8
O=C1CC(c2ccccc2)CC(O)=C1C=Nc1ccccc1 (stereo not given)	10	1.1	8	6	-8	0.9	-9	1.0	-7	0.9
CC1=C(C(=O)Nc2ccccc2)C2(CCCCC2)C(C(N)=O)C(=S)N1 (stereo not given)	0	1	1	22	-16	1	-8	1.2	-1	0.8
O=C(Cn1nnc2ccccc2c1=O)N[C@@H](Cc1c[nH]c2ccccc12)C(=O)O	-4	1	17	.	-10	1	-14	-0.2	0	0.4

Entries of single compounds from above. Order of values: FLuc inh counter, TNAP act hi DEA, Lmaj promast, bIAP inhibitor, TNAP inh noacc, FLuc stim CS, APP transl inh, RAM network inh, TNAP inh hi DEA, bIAP act
O=C1CC(c2ccccc2)CC(O)=C1C=Nc1ccccc1 (stereo not given) reads 10, 1.1, 8, 6, -8, 0.9, -9, 1.0, -7, 0.9
COc1ccc(C(CNC(=O)c2cc3ccccc3cc2OC)N2CCCC2)cc1 (stereo not given) reads -5, 1.1, 11, -4, -12, 1.1, -14, 2.0, -5, 1
CC(/C=N/NC(=O)c1cccs1)=C\c1ccccc1 reads 76*, 1, 9, 23, 0, 0.2, -188, 1.7, 5, 0.8
CCOC(=O)C(CCCCOc1cccc(CC)c1)C(=O)OCC reads -3, 1, 45, 5, 0, 1, -11, 1.1, -2, 1
CC1=C(C(=O)Nc2ccccc2)C2(CCCCC2)C(C(N)=O)C(=S)N1 (stereo not given) reads 0, 1, 1, 22, -16, 1, -8, 1.2, -1, 0.8

This is a random part of the collection (roughly 13% active in at least one column).
